# Source: PubChem BioAssay (several laboratories)
# SV40 large T antigen: TAg ATPase/helicase activity blockers – biochemical (AID 1903). inhibition, % at 20 µM; hits with a dose series show IC50 in µM. 310,000 compounds, 0.39% hits. SV40 large T antigen ATPase/helicase inhibition assay; higher % means a stronger effect; in the data active = a potency from the dose series; inconclusive = inhibition mostly from about 32% at the one dose, without a potency; inactive = the rest, 99 in 100 with inhibition below about 32%; also: strong numbers were not always called active
# K1F lysis inhibition: protection from phage-mediated lysis, alamar blue read-out – E. coli UTI89, K1F phage, bacterial capsule biogenesis inhibitors (AID 488966) | 340,000 compounds, 0.02% hits | E. coli UTI89 K1F phage lysis, alamar blue, 2 h; higher % means a stronger effect | one-dose inhibition, % at 100 µM; IC50 in µM for titrated hits;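 active = phage lysis inhibition, versus mean bacterial control, above a set limit; inconclusive = no clear call, values can overlap the other calls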;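 also: capsule biogenesis inhibitors block K1F phage lysis so surviving cells raise fluorescence; higher fluorescence means more inhibition of phage lysis; actives were called in the ten point dose series up to 300 µM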
# NTR1 agonist: NTR1-driven beta-arrestin-GFP spot formation – imaging, U2OS cells, high content, primary screen (AID 493036); activation, % at 20 µM; agonist mode; 330,000 compounds, 0.17% hits; P30989;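 active = activation at or above 40% of the spot to cytoplasm intensity ratio, with at least 20 cells analyzed; inconclusive = wells under 20 cells, flagged as cytotoxic or low count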;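 also: 0% = DMSO without peptide and 100% = 100 nM NTR1 peptide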
# Target sequence (P30989 whole entry, looked up): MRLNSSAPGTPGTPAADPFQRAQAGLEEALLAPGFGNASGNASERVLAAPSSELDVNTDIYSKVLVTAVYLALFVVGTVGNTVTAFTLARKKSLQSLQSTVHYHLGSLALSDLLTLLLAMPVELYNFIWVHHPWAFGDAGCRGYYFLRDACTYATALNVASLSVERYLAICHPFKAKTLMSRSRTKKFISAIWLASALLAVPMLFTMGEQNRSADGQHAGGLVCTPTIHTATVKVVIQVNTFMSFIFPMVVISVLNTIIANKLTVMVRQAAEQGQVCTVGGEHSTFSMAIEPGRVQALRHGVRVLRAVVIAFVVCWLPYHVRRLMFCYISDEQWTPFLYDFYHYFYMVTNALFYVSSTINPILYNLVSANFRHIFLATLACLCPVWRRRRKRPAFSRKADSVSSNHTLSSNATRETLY
# SIAH1 antagonists: blockers of Siah-1 interaction with plectin peptide – biochemical, fluorescence polarization, rhodamine-plectin, uHTS, primary screen (AID 1817); one-dose displacement, % at 20 µM; IC50 in µM for titrated hits; Siah-1 / rhodamine-plectin peptide fluorescence polarization; higher % means a stronger effect; 290,000 compounds, 0.02% hits;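 active = displacement of at least 50% at 20 µM, with a fluorescence ratio check between 0.3 and a set limit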;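 also: plate controls were Siah plus tracer with DMSO for no effect and tracer alone without Siah for full effect; strong numbers were not always called active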
# AID2073: inhibitors of Mint1-CaV2.2 protein interaction, biochemical, HTRF (AID 2073); HTRF protein-protein interaction, Mint1-CaV2.2; higher % means a stronger effect; one-dose inhibition, % at 20 µM; IC50 in µM for titrated hits; 290,000 compounds, 0.19% hits; in the data active = inhibition mostly above about 51%, no sharp cut-off; inconclusive = no clear call, values can overlap the other calls; inactive = mostly below about 53%; also: some results filed as inactive read as strong as hits
# NS5 inhibitors: Dengue-2 NS5 methyltransferase inhibitors, primary screen, biochemical, confirmation dose response (AID 588689) | 340,000 compounds, 0.3% hits | inhibition, % at 25 µM; hits with a dose series show IC50 in µM | Dengue-2 NS5 methyltransferase capping enzyme assay, biochemical; higher % means a stronger effect; in the data active = a potency from the dose series; inconclusive = inhibition above about 29% without an active follow-up result
# MgcRacGAP inhibition: MgcRacGAP GTPase-activating activity inhibitors, confirmation, biochemical, ADP Hunter fluorescence; 340,000 compounds, 0.6% hits; inhibition, % at 30 µM, or IC50 in µM where a hit was titrated; MgcRacGAP-stimulated Rac1 GTP hydrolysis, ADP Hunter fluorescence; higher % means a stronger effect; GST-tagged Rac1 F28L mutant substrate; AID 624330;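 active = first-screen hits whose inhibition reached a set limit at any dose in the follow-up dose series; inconclusive = inhibition above the set first-screen limit but never retested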;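 also: fluorescence reports GDP produced by GAP-driven GTP hydrolysis; strong numbers were not always called active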
# RSV CPE inhibition: inhibition of RSV-induced cytopathic effect – HEp-2 cells, primary 10 µM value included (AID 2391). HEp-2 cells, RSV-induced CPE inhibition; higher % means a stronger effect. one-dose CPE inhibition, % at 10 µM; IC50 in µM for titrated hits. 310,000 compounds, 0.13% hits; in the data active = a potency from the dose series; inconclusive = CPE inhibition mostly from about 23% at the one dose, without a potency; inactive = the rest, 99 in 100 with CPE inhibition below about 21%; also: strong numbers were not always called active
# West Nile antiviral: West Nile virus antiviral activity, cell-based, CPE readout (AID 1621). West Nile virus-infected cells, CPE inhibition; higher % means a stronger effect. CPE inhibition, % at 10 µM, or IC50 in µM where a hit was titrated. 290,000 compounds, 0.02% hits; in the data active = a potency from the dose series; inconclusive = CPE inhibition mostly from about 3.7% at the one dose, without a potency; inactive = the rest, 99 in 100 with CPE inhibition below about 2.2%; also: strong numbers were not always called active
# NTR1 agonist cell count 20 µM: further read-out of NTR1 agonist, marked with its call; cell count; measured here: cell count, cytotoxicity flag
# NS5 inhibitors pilot replicate: recorded beside NS5 inhibitors, whose call it bears; inhibition, %; measured here: pilot screen replicate inhibition
# Numbers without * were called inactive; ? = inconclusive; . = not tested or not shown; [ ] = another dose, or the depositor's remark.
SMILES,SV40 large T antigen,K1F lysis inhibition,NTR1 agonist,NTR1 agonist cell count 20 µM,SIAH1 antagonists,AID2073,NS5 inhibitors,MgcRacGAP inhibition,RSV CPE inhibition,West Nile antiviral,others
S=c1[nH]ncn1/N=C/c1cccc(Oc2ccccc2)c1,16%,-0.8%,0.3,67,2%,-12%,6%,20%,1.8%,0.4%,
CC(C)NC(=O)c1cc2c(s1)CCCC2,11%,-0.4%,-2.1,74,-3%,3%,-6%,-2%,2.0%,-0.2%,
CCN1CCN(c2c(C(=O)c3ccc(OC)cc3)cnc3ccccc23)CC1,28%,4.9%,-5.4,52,-12%,12%,-4%,0%,1.0%,-0.1%,
O=C(CN(C(=O)CNC(=O)c1cccs1)c1ccc2c(c1)OCCO2)NC1CCCC1,1%,4.1%,-0.3,52,10%,4%,3%,2%,1.0%,-0.5%,
OC(c1ccccc1)c1cccnc1 (stereo unspecified),0%,0.7%[50 µM],-1.0,53,3%,-5%,0%,6%,1.3%,-0.1%,
Cc1ccc(C(=O)CCC(=O)CCC(=O)O)cc1,.,1.1%,-1.4,67,.,.,0%,0%,0.8%,0.1%,
CC1Cc2cc(/C(O)=C3/C(=O)C(=O)N(Cc4cccnc4)C3c3cccc(O)c3)ccc2O1 (stereo unspecified),14%,-0.1%,0.0,57,11%,-2%,-2%,-50%,1.5%,0.7%,
Cc1ccc(C(=O)NC(=S)Nc2ccc(-c3cc4ccccc4oc3=O)cc2)c(C)c1,6%,1.1%,5.8,39,7%,31%,-2%,15%,0.5%,-0.2%,
CC(C)n1nnnc1SCC(=O)NNC(=O)C1CCCCC1,8%,7.8%,1.5,63,6%,-1%,0%,3%,-0.1%,1.2%,
COc1ccc(-n2c(Cn3c(=O)sc4ccccc43)nnc2SCC(N)=O)cc1,-4%,-1.2%,5.1,60,1%,-4%,1%,14%,4.0%,-0.3%,
CCCCNC(=O)C1CC(=O)N(CCc2ccc(C)cc2)C1 (stereo unspecified),11%,0.2%,-0.9,82,1%,5%,-1%,10%,1.8%,0.0%,
Cc1ccnc(NS(=O)(=O)c2ccc(NC(=O)c3ccc(S(=O)(=O)N4CCCC4)cc3)cc2)n1,12%,-1.9%,-0.8,82,4%,5%,.,-10%,1.4%,0.1%,
CS(=O)(=O)c1ccc(Cl)c(NC(=O)CN2CCN(C(=O)c3cccs3)CC2)c1,.,-0.3%,-1.0,37,.,.,-12%,4%,.,.,
O=C(C[C@@H]1C/C=C\C[C@@H](Cc2ccc(F)cc2)C(=O)OC[C@@H](Cc2ccccc2)NC1=O)N[C@H](CO)Cc1ccccc1,.,1.4%,2.8,53,.,.,7%,6%,.,.,
CC(C)=CC(=O)NCc1c(Cl)cccc1-n1cccc1,4%,-1.4%,-0.5,57,0%,18%,2%,10%,1.0%,0.3%,
CC(Oc1ccc(F)cc1)C(=O)/C=C\N(C)C (stereo unspecified),5%,0.1%,0.2,71,-2%,6%,3%,11%,0.4%,-0.9%,
COC(=O)[C@@]12CCCCN1[C@H](c1ccc(-c3ccc(C(C)=O)cc3)cc1)[C@@H]1C(=O)N(C)C(=O)[C@@H]12,4%,0.2%,2.6,82,.,.,0%,7%,0.4%,.,
COc1ccc(OC)c(Nc2cc3ccccc3c(=O)[nH]2)c1,18%,-0.7%,-7.1,86,.,.,-14%,7%,0.7%,2.8%,
COc1ccc(CNc2nnnn2C)cc1,-3%,-0.4%,1.6,52,-1%,4%,-3%,6%,-0.5%,-0.2%,NS5 inhibitors pilot replicate=1.2
CCNC(=O)COC(=O)c1[nH]c(C)c(C(=O)OC)c1C,7%,0.3%,0.1,48,-6%,-10%,-2%,6%,1.9%,-0.4%,
CCOC(=O)C(C)(C)Sc1ncnc2nc[nH]c12,4%,0.3%,2.0,83,10%,-13%,-3%,6%,0.0%,0.3%,
CSc1ccc(-c2nnn(Cc3ccc(Br)cc3)n2)cc1,7%,7.1%,3.9,56,3%,4%,-2%,7%,3.2%,-0.1%,
Cc1cccnc1NC(=O)c1cccc(S(=O)(=O)N2CCCC2)c1,27%,1.3%[50 µM],0.0,53,.,.,-4%,3%,-1.6%,.,
COc1cc(OC)cc(C(=O)OCc2ccc([N+](=O)[O-])cc2)c1,19%,-0.7%,3.3,43,-7%,4%,-3%,5%,0.3%,-0.7%,

# Filtered by structure, the compounds so far with fluorine
SMILES,SV40 large T antigen,K1F lysis inhibition,NTR1 agonist,NTR1 agonist cell count 20 µM,SIAH1 antagonists,AID2073,NS5 inhibitors,MgcRacGAP inhibition,RSV CPE inhibition,West Nile antiviral,others
O=C(C[C@@H]1C/C=C\C[C@@H](Cc2ccc(F)cc2)C(=O)OC[C@@H](Cc2ccccc2)NC1=O)N[C@H](CO)Cc1ccccc1,.,1.4%,2.8,53,.,.,7%,6%,.,.,
CC(Oc1ccc(F)cc1)C(=O)/C=C\N(C)C (stereo unspecified),5%,0.1%,0.2,71,-2%,6%,3%,11%,0.4%,-0.9%,

# The results go on:
SMILES,SV40 large T antigen,K1F lysis inhibition,NTR1 agonist,NTR1 agonist cell count 20 µM,SIAH1 antagonists,AID2073,NS5 inhibitors,MgcRacGAP inhibition,RSV CPE inhibition,West Nile antiviral,others
CC(C)c1nnc(NC(=O)c2cc3cc(Br)ccc3oc2=O)s1,10%,0.3%,-2.5,64,2%,9%,-9%,2%,1.5%,0.1%,
COc1cc(C(=O)N/N=C/c2coc3ccc(Cl)cc3c2=O)ccc1O,-6%,0.1%,2.4,60,2%,1%,4%,11%,1.5%,-0.2%,
O=C1CC(Nc2ccccc2)C(=O)N1CCc1ccccc1 (stereo unspecified),4%,3.2%,2.4,52,2%,3%,-4%,-9%,1.9%,-0.8%,
COc1cccc(C2/C(=C(\O)c3ccc4c(c3)OCCO4)C(=O)C(=O)N2CCCN2CCOCC2)c1OC (stereo unspecified),10%,0.3%,-0.2,62,-2%,5%,-5%,6%,0.9%,-0.3%,
O=C(NCCCc1ccccc1)c1cccc([N+](=O)[O-])c1,8%,-0.9%,0.2,34,-1%,-6%,1%,-4%,3.4%,-1.3%,
CCCCOc1ccc2c(c1)C(=O)c1cc(O)ccc1-2,23%,-0.3%,41*,27*,-1%,4%,-3%,?,30%,-1.3%,
CN1C=CC=C/C1=C1\SC(=S)N(Cc2ccccc2)C1=O,14%,-1.3%,-0.3,49,-3%,-27%,-2%,6%,-0.3%,0.3%,
COc1ccc(N(CC(=O)NCCc2ccccc2)C(=O)CCC(=O)Nc2nccs2)cc1,12%,0.1%,0.6,37,-6%,6%,-9%,6%,0.4%,-0.7%,
Cc1cccc(N2CCN(C(=O)c3cnn4c(C(F)F)cc(-c5ccccc5)nc34)CC2)c1C,8%,0.3%,13,59,0%,46%,-1%,4%,16%,0.5%,
O=C(Nc1cc(Cl)ccc1O)c1cc(-c2ccco2)on1,17%,0.0%,-0.8,48,8%,14%,-14%,7%,0.5%,-0.1%,
COc1ccc(CN2CCN(C(=O)c3ccc(S(=O)(=O)NCc4ccco4)cc3)CC2)cc1,.,1.4%[50 µM],-0.4,67,.,.,-10%,7%,.,.,
COc1cc(OC)cc(-c2c(C#Cc3ccsc3)c3cc(-c4ccc(OC)c(F)c4)ccc3n2C)c1,.,0.6%,-3.0,58,.,.,4%,1%,.,.,
O=C(NCCN1C(=O)S/C(=C\c2cccnc2)C1=O)c1cccc(OC(F)F)c1,14%,0.4%,1.0,57,-2%,-32%,0%,7%,1.6%,-0.9%,
COc1ccc(NC(=O)/C(C#N)=C/c2ccc(Sc3nncn3C)c([N+](=O)[O-])c2)cc1,12%,0.1%,17,38,10%,-14%,-1%,19%,0.8%,-0.5%,
CC(=O)c1ccc(NC(=O)COc2ccc3c(c2)OCO3)cc1,17%,0.1%,-0.6,41,21%,-2%,.,6%,-1.0%,0.2%,
CCOC(=O)c1ccc(S(=O)(=O)NNC(=O)COc2cccc(C)c2)cc1,6%,4.6%,2.6,42,14%,2%,-2%,6%,0.0%,0.6%,
COc1ccc(NC(=O)COc2ccc(C(=O)OCC(=O)N(C(C)C)C(C)C)cc2OC)cc1,5%,-2.2%,1.0,39,1%,0%,-4%,-12%,5.9%,-0.2%,
COc1cc2c3c(c1)C(C)CC(C)(C)N3C(=O)C2=O (stereo unspecified),15%,4.1%,5.4,66,4%,2%,2%,10%,-0.3%,0.4%,
COc1ccc(-c2nc(N)nc(C(F)(F)F)c2-c2ccccc2OC)c(O)c1,7%,-1.7%[50 µM],1.3,82,-2%,0%,-3%,.,4.3%,-0.9%,
O=C(CSc1ccccc1C(=O)O)NCc1ccco1,-1%,2.1%,1.0,51,-4%,6%,0%,5%,-0.3%,0.1%,
O=C(c1ccccc1)N1CCN(c2nc3ccc([N+](=O)[O-])cc3s2)CC1,-2%,0.3%,-0.8,27,-4%,-2%,5%,3%,4.4%,-1.1%,
COc1ccc(/C=N/Nc2ncnc3c2[nH]c2ccccc23)c(OC)c1OC,7%,2.1%,0.2,48,-4%,17%,-1%,6%,2.0%,-0.5%,
COc1ccccc1/C=C(/CC(=O)NCc1ccc2c(c1)OCO2)c1nc2ccccc2s1,3%,0.0%,0.0,88,10%,23%,-6%,6%,10%,-0.6%,
O=C1C[C@H]2CCCCC(=O)N3CC[C@@H](C1)[C@@H]23,.,0.4%,3.0,50,.,.,3%,9%,.,.,

# Among those listed so far, two have a COOH group.
SMILES,SV40 large T antigen,K1F lysis inhibition,NTR1 agonist,NTR1 agonist cell count 20 µM,SIAH1 antagonists,AID2073,NS5 inhibitors,MgcRacGAP inhibition,RSV CPE inhibition,West Nile antiviral,others
Cc1ccc(C(=O)CCC(=O)CCC(=O)O)cc1,.,1.1%,-1.4,67,.,.,0%,0%,0.8%,0.1%,
O=C(CSc1ccccc1C(=O)O)NCc1ccco1,-1%,2.1%,1.0,51,-4%,6%,0%,5%,-0.3%,0.1%,

# New compounds follow:
SMILES,SV40 large T antigen,K1F lysis inhibition,NTR1 agonist,NTR1 agonist cell count 20 µM,SIAH1 antagonists,AID2073,NS5 inhibitors,MgcRacGAP inhibition,RSV CPE inhibition,West Nile antiviral,others
COc1ccc(CCNC(=O)c2oc3ccccc3c2C)cc1,.,0.9%[50 µM],0.8,55,.,.,-15%,4%,8.4%,.,
c1ccc2c(c1)CCN(c1nc3cc4c(cc3s1)OCO4)C2,-2%,0.6%,2.7,94,1%,40%,-12%,7%,4.3%,-0.2%,
Cc1c(C=O)c2ccccc2n1CCOc1ccccc1,-8%,-1.4%,1.5,53,-3%,10%,-13%,1%,7.5%,-1.3%,
CC(C)CCNC(=O)CN(Cc1ccc2c(c1)OCO2)C(=O)Cn1nnc(-c2cccs2)n1,1%,1.5%,-0.6,47,0%,17%,-3%,5%,-0.4%,-0.7%,
